Compound activity deposited in PubChem by National Center for Advancing Translational Sciences (NCATS).
Cycloheximide cs = Cycloheximide Counterscreen for Small Molecule Inhibitors of Shiga Toxin; cell reporter, cycloheximide protein synthesis inhibition counterscreen; max response, %; 300,000 tested, 12% active; AID 2314, 2010; in the data active means max response mostly above about 13%, no sharp cut-off; inactive means mostly below about 14%; further: read at 38.3 µM for the half of the compounds with a filed dose; 0% is about no effect
AMA1-RON2 inh = qHTS for Inhibitors of AMA1-RON; Towards Development of Antimalarial Drug Lead: Primary Screen; AlphaScreen AMA1-biotinylated RON2 peptide binding; Potency, µM (highest dose often 58.2 µM), for the others: at the highest dose activity change, negative = inhibition, usual class: inhibitors; 360,000 tested, 0.2% active; AID 720542, 2013;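 further: potency means the concentration at half of the fitted maximal effect; 0% = vehicle wells and -100% = peptide control; nearly all actives have a fitted effect of over 45% in size; some results filed as inactive show a strong effect at the top dose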
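AMA1 (3D7) with his tag at 25 nM final met compounds first, then biotinylated RON2 peptide at 25 nM; detection used donor plus acceptor beads, 10 µg/mL apiece, read by AlphaScreen after 30 min at room temperature.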
AmpC detergent = qHTS Inhibitors of AmpC Beta-Lactamase (assay with detergent); AmpC hydrolysis of nitrocefin, absorbance 480 nm, 0.01% Triton; AID 485294, 2010; 370,000 tested, 0.041% active; Potency, µM (series often up to 114 µM), without a hit: top-dose activity change, negative = inhibition, actives largely listed as inhibitors;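 further: potency means the concentration at half of the fitted maximal effect; 0% = no-compound wells and -100% = no-enzyme wells; nearly all actives have a fitted effect of over 25% in size; some results filed as inactive show a strong effect at the top dose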
Target sequence (P00811 whole entry, looked up): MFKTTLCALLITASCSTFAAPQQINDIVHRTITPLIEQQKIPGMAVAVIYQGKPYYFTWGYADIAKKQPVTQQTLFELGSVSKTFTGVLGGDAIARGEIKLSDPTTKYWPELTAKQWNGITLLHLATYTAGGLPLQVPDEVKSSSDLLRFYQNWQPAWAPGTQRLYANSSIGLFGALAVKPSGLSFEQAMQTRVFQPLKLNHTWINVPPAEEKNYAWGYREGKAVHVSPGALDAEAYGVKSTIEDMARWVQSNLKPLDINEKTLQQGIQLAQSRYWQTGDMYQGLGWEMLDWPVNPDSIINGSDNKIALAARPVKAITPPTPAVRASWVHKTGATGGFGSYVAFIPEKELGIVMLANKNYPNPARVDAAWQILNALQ
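AmpC (5.3 nM in the dispensed reagent) in 20 mM phosphate pH 7.0 with 0.01% (detergent screen) or 0.0001% Triton X-100 was preincubated with compounds for 15 min at room temperature. Nitrocefin was then added from an 800 uM solution, and hydrolysis was followed at 480 nm.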
Shiga inhibitor = A qHTS for Small Molecule Inhibitors of Shiga Toxin. Vero cells, Shiga toxin protein synthesis inhibition reporter. inhibition, % at 38.7 µM. 290,000 tested, 9.2% active. AID 2315, 2010; in the data active means inhibition mostly above about 28%, no sharp cut-off; inactive means mostly below about 43%; further: 0% is about no effect
FBPA Giardia inh = qHTS Assay for Inhibitors of Fructose-1,6-bisphosphate Aldolase from Giardia Lamblia. A8B2U2. purified Giardia FBPA. Potency, µM (highest dose often 59.6 µM), for the others: top-dose activity, negative = inhibition, most hits filed as inhibitors. 290,000 tested, 0.71% active. AID 2451, 2010; further: potency means the concentration at half of the fitted maximal effect; on the % scale 0 is the no-effect control and ±100 the full control effect; nearly all actives have a fitted effect of over 55% in size
Target sequence (A8B2U2 whole entry, looked up): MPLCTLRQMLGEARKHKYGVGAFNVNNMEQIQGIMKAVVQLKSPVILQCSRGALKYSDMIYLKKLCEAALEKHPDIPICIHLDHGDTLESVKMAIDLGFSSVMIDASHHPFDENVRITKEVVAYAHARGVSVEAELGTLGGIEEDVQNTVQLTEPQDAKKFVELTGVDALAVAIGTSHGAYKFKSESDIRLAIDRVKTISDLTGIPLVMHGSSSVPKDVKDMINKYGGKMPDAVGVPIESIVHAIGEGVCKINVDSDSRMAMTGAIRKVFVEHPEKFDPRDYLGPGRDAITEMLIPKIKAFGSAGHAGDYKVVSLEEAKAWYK
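Giardia FBPA (40 nM reagent) was preincubated 10 min at RT with compound (up to 57.5 uM final), then substrate plus GAPDH/TPI/NAD/arsenate coupling system with diaphorase/resazurin was added; resorufin fluorescence (525/598 nm) was read after 20 min.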
HCMV inh = qHTS Assay for inhibitors of the human cytomegalovirus (HCMV); AID 1259415, 2018; HFF cells, HCMV-luciferase reporter, 72 h; stronger effect = lower value; activity change, negative = inhibition, % at 57.5 µM; 410,000 tested, 4.5% active; in the data active means activity change below about -60%; inconclusive means no clear call, values can overlap the other calls; inactive means above about -39%; further: on the % scale 0 is the no-effect control and ±100 the full control effect
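HFF cells seeded 16 h at 37C, treated with compounds, infected with luciferase-reporter HCMV at MOI 1 PFU/cell; luciferase read at 72 h post infection, normalized to buffer-only and Salinomycin controls.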
AmpC inh no detg = qHTS Inhibitors of AmpC Beta-Lactamase (assay without detergent). AID 485341, 2010. AmpC nitrocefin hydrolysis, absorbance 480 nm, 0.0001% Triton. P00811. Potency, µM (doses to about 57.1 µM), for inactives: at the highest dose activity change, negative = inhibition, hits mostly inhibitors. 330,000 tested, 0.52% active;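 further: potency means the concentration at half of the fitted maximal effect; plate controls were no compound for no effect and no enzyme for full effect; nearly all actives have a fitted effect of over 20% in size; some results filed as inactive show a strong effect at the top dose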
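20 mM phosphate pH 7.0 + 0.01% (detergent screen) or 0.0001% Triton X-100; 5.3 nM AmpC reagent; cpd preinc 15 min RT; nitrocefin (800 uM stock) to start; A480 q20 s × 4 min; Activity was normalised to no-enzyme and no-compound control wells.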
The depositor's hits bear a star; ? = inconclusive; / = no result given; [ ] = remark or other dose. Unless noted, the call rests on the fitted dose curve; in most records, active means well fitted curve in the direction sought with a large enough effect; inconclusive means small, poorly fitted or top-dose-only effect, or another doubt; inactive means no such curve, though single readings can be large; an effect the other way counts as inactive or inconclusive. Hits appear at their usual frequency. Share with any hit: about 16%.

Below each SMILES: Cycloheximide cs, AMA1-RON2 inh, AmpC detergent, Shiga inhibitor, FBPA Giardia inh, HCMV inh, AmpC inh no detg
> CCOC(=O)c1c(-c2ccccc2)oc2ccc(O)c(CN3CCCC3)c12
→ 1, 14%, ?, -20, 3%, -62*, 0%
> CC(C)(Cc1ccc(O)cc1)NC(=O)CC(=O)N=Nc1c(O)[nH]c2ccc(Br)cc12
→ -2, ?, 2%, -10, 6%, ?, -45%
> O=C(CCn1c(=O)[nH]c2ccsc2c1=O)NCc1ccc(F)cc1
→ -1, -1%, 6%, -6, 6%, 0, -19%
> O=C(c1ccccc1)N1CCCc2ccccc21
→ 3, -1%, 4%, 2, -9%, 19, -6%
> Cc1ccc(S(=O)(=O)Nc2ccc3c(c2)OCCO3)cc1C
→ 63*, -10%, -2%, 92*, -4%, ?, -22%
> CCCCn1c(=O)c(C(=O)NCc2ccccc2)c(O)c2ccccc21
→ -2, 0%, -9%, -23, 0%, -1, -13%
> NC(=O)CC(NC(=O)Cc1ccc(Br)cc1)c1ccc(NCc2ccc(F)cc2)c([N+](=O)[O-])c1 (stereo not given)
→ 4, 0%, -3%, 3, -1%, -39, -30%
> N/C(=N/OC(=O)c1ccccc1F)c1nonc1N
→ 35*, 5%, 6%, 64*, 2%, 25, -18%
> O=C(O)Cn1c(O)c(C2=c3ccccc3=NC2=O)sc1=O
→ 10, 35%[activator], -3%, 21, -16%, 36, -11%
> Nc1cc(S(=O)(=O)N2CCOCC2)ccc1N1CCCCC1
→ /, -7%, /, /, /, -28, -8%
> CC(C)(C)c1ccc(OCC(=O)NNC(=S)NC(=O)c2ccco2)c(Br)c1
→ -2, 46%[activator], 0%, -8, ?, 2, -32%
> Cc1ccc(-c2nnc(SCC(=O)CC(=O)Nc3ccccc3)n2-c2ccccc2)cc1
→ -2, 30%, -13%, -4, 6%, 12, -37%
> CCC(C)[C@H](NC(=O)NCc1cccc(OC)c1)C(=O)OC (stereo not given in full)
→ 3, 2%, 3%, 29, -1%, 71, -7%
> Cc1ccc(C(=O)CSC2=C(C#N)C(c3ccco3)CC(=O)N2)c(C)c1 (stereo not given)
→ -6, -20%, ?, -4, -18%, 123, -50%
> O=C(/C=C/c1ccccc1Cl)Nc1ccncc1
→ 25*, -1%, -5%, 67*, -9%, 11, 15%
> CCCCC1=CC2=C(c3ccco3)C(=O)C(C)(OC(=O)c3ccc(OC)cc3)C(=O)C2=CN1CCCCO (stereo not given)
→ -2, -2%, 2%, -3, ?, -3, 107%[activator]
> CCS(=O)(=O)N1Cc2ccccc2CC1C(=O)NC(C)C12CC3CC(CC(C3)C1)C2 (stereo not given)
→ -1, -14%, 4%, -2, -1%, /, 61%[activator]
> CCCn1c(=O)c(C(=O)NCc2ccccc2OC)c(O)c2ccccc21
→ -1, -6%, -3%, 3, -5%, 10, -4%
> CCOc1ccc(C2NC(=O)NC(C)=C2[N+](=O)[O-])cc1OC (stereo not given)
→ -1, 13%, 4%, -3, 2%, -4, -3%
> COc1ccccc1/C=c1\sc2nc(-c3ccco3)nn2c1=O
→ 1, ?, ?, -2, -10%, /, -32%

A different layout for some results above:
compound,Cycloheximide cs,AMA1-RON2 inh,AmpC detergent,Shiga inhibitor,FBPA Giardia inh,HCMV inh,AmpC inh no detg
NC(=O)CC(NC(=O)Cc1ccc(Br)cc1)c1ccc(NCc2ccc(F)cc2)c([N+](=O)[O-])c1 (stereo not given),4,0%,-3%,3,-1%,-39,-30%
CCCn1c(=O)c(C(=O)NCc2ccccc2OC)c(O)c2ccccc21,-1,-6%,-3%,3,-5%,10,-4%
CCCCn1c(=O)c(C(=O)NCc2ccccc2)c(O)c2ccccc21,-2,0%,-9%,-23,0%,-1,-13%

The listing picks up, repeating the 7 entries before the break.
Below each SMILES: Cycloheximide cs, AMA1-RON2 inh, AmpC detergent, Shiga inhibitor, FBPA Giardia inh, HCMV inh, AmpC inh no detg
> Cc1ccc(C(=O)CSC2=C(C#N)C(c3ccco3)CC(=O)N2)c(C)c1 (stereo not given)
→ -6, -20%, ?, -4, -18%, 123, -50%
> O=C(/C=C/c1ccccc1Cl)Nc1ccncc1
→ 25*, -1%, -5%, 67*, -9%, 11, 15%
> CCCCC1=CC2=C(c3ccco3)C(=O)C(C)(OC(=O)c3ccc(OC)cc3)C(=O)C2=CN1CCCCO (stereo not given)
→ -2, -2%, 2%, -3, ?, -3, 107%[activator]
> CCS(=O)(=O)N1Cc2ccccc2CC1C(=O)NC(C)C12CC3CC(CC(C3)C1)C2 (stereo not given)
→ -1, -14%, 4%, -2, -1%, /, 61%[activator]
> CCCn1c(=O)c(C(=O)NCc2ccccc2OC)c(O)c2ccccc21
→ -1, -6%, -3%, 3, -5%, 10, -4%
> CCOc1ccc(C2NC(=O)NC(C)=C2[N+](=O)[O-])cc1OC (stereo not given)
→ -1, 13%, 4%, -3, 2%, -4, -3%
> COc1ccccc1/C=c1\sc2nc(-c3ccco3)nn2c1=O
→ 1, ?, ?, -2, -10%, /, -32%
> Cc1cc(S(=O)(=O)N(Cc2cccs2)Cc2ccccc2F)ccc1-n1cnnn1
→ 9, 10%, -10%, -6, 0%, -64*, -3%
> O=C(Nc1ccc(Br)cc1)c1cc(Br)cc(Br)c1O
→ 42*, /, /, 93*, ?, -99*, /
> COc1ccc(C)cc1NC(=O)CN(C)S(=O)(=O)c1ccc2c(c1)n(C)c(=O)c(=O)n2C
→ 1, 0%, 1%, 3, /, 51, 29%
> CCCCCN(C(=O)CCC(=O)OCc1ccc(Cl)cc1Cl)c1c(N)n(CCCC)c(=O)[nH]c1=O
→ /, -11%, ?, /, /, -9, -11%
> CCOC(=O)C1(CC2CCCCO2)CCN(S(=O)(=O)c2ccsc2)CC1 (stereo not given)
→ 13*, 22%, 3%, 23, 1%, 44, 21%
> COc1cccc(CNC(=O)COC(=O)CCc2cc(OC)c(OC)c(OC)c2)c1
→ /, 19%, 3%, /, /, 32, 25%
> Cc1nonc1N1CCN(Cc2cn[nH]c2-c2ccc3c(c2)OCO3)CC1
→ -1, -11%, 4%, 1, 0%, -2, -4%
> CCOC(=O)c1c(C)nc(C)c(C(=O)OCC)c1-c1ccccc1
→ 2, 3%, 1%, -10, 7%, 9, 52%
> CC(NC(=O)CN(c1cccc(C(F)(F)F)c1)S(=O)(=O)c1ccc(Cl)c([N+](=O)[O-])c1)c1ccccc1 (stereo not given)
→ 2, -1%, -16%, -3, -4%, 46, -41%
> CCN(CC(=O)Nc1ccccc1OC)C(=O)CC1CC2CCC1C2 (stereo not given)
→ /, 22%, 2%, /, /, ?, 23%
> Cc1ccccc1C(=O)NNC(=S)NC(=O)c1ccc(Cl)cc1Cl
→ 1, 52%[activator], -6%, -7, ?, ?, -36%
> Cc1ccccc1N1CCN(C2CCCN(C(=O)c3ccccn3)C2)CC1 (stereo not given)
→ 11, -4%, -9%, 3, /, -1, 44%
> CCCCC1=CC2=C(c3ccco3)C(=O)C(C)(OC(=O)c3ccc(OC)cc3)C(=O)C2=CN1C1CC1 (stereo not given)
→ -4, -24%, -1%, -7, ?, -29, 125%[activator]
> O=C(c1ccc(N2CCOCC2)cc1)c1cccs1
→ 31*, -15%, -8%, 53*, -1%, 23, ?
> O=C(O)c1cc(-c2cccc(Cl)c2)nc2nc(N3CCCCC3)sc12
→ -3, 2%, -1%, 9, -1%, 58, -21%
> CCc1nc(N2CCN(C(C)=O)CC2)c2c3c(sc2n1)CC(C(C)(C)C)CC3 (stereo not given)
→ -1, 9%, ?, -3, 7%, 0, 13%
> O=C(CNC(=O)C1CCCCC1)NCCCO
→ 1, 3%, -11%, -14, 2%, -23, -11%
> COc1ccc(-c2nsc3c(N4CCN(S(=O)(=O)c5ccccc5)CC4)ncnc23)cc1
→ -3, /, ?, 2, 4%, /, -21%
> CS(=O)(=O)c1cccc(C(=O)OCC(=O)NCc2cccs2)c1
→ /, -9%, -6%, /, /, 0, -36%
> O=C(NN=C1CCCCCCC1)c1ccc2ccccc2n1
→ 17*, 92%[activator], 1%, 27, 1%, 36, -9%[11.4 µM]

Below each SMILES: Cycloheximide cs, AMA1-RON2 inh, AmpC detergent, Shiga inhibitor, FBPA Giardia inh, HCMV inh, AmpC inh no detg
> Cc1ccc(Cl)c(N/C=C/C(=O)c2ccccc2)c1
→ 68*, 1%, 1%, 66*, -10%, 134, -27%
> NNc1nc(Nc2ccccc2)nc(Nc2ccccc2)n1
→ 28, 27%, -8%, 36*, -2%, 31, -45%
> CNc1c(NS(=O)(=O)c2cc(Cl)ccc2OC)c(=O)oc2ccccc12
→ 4, -10%, -12%, 3, -1%, -20, 3%
> CCC(C)n1ncn(-c2ccc(N3CCN(c4ccc(O)cc4)CC3)cc2)c1=O (stereo not given)
→ -2, -13%, -1%, 1, -9%, ?, -6%
> CC(=O)Nc1ccc(S(=O)(=O)N(C)CC(=O)OCC(=O)N2CCc3ccccc32)cc1
→ 12, 17%, 0%, 2, 3%, -17, -17%
> Cc1nccn1Cc1ccccc1
→ 1, 1%, -10%, 15, -4%, 0, -12%
> Cc1cc(C)nc(NNC2=CC(=O)CC(C)(C)C2)n1
→ 2, 111%[activator], 1%, -9, ?, -9, 15%
> CC1CCN(C(=O)C(=O)c2cn(CC(=O)N3CCCC3)c3ccccc23)CC1
→ -1, -2%, -1%, -4, /, 31, 49%
> CC(C)(C)c1ccc(C(=O)Nc2cccnc2)cc1
→ 26*, 7%, -6%, 30, -6%, 4, -11%
> CCOc1ccc(S(=O)(=O)NCCC(=O)NCCCSc2ccccc2)cc1
→ /, 12%, 0%, /, /, -1, -3%
> O=C(Nc1cccc([N+](=O)[O-])c1)C1C2CCCCC21 (stereo not given)
→ 3, 0%, -18%, 16, 7%, ?, -24%
> CCN(CC)CCOc1ccc(C(O)(Cc2ccc(Cl)cc2)c2ccc(C)cc2)cc1 (stereo not given)
→ -4, /, /, -13, 1%, /, /
> CC(C)(C)C1CCc2onc(C(=O)NC3CCCC3)c2C1 (stereo not given)
→ 7, -1%, -1%, 23, 2%, 3, 0%
> CN(CC(=O)Nc1ccc(Cl)cc1)C(=O)Cn1[nH]c(=O)c2ccccc2c1=O
→ /, 2%, ?, /, /, -2, -20%
> O=C(NCCN1CCOCC1)c1cc2c(=O)n3ccccc3nc2n1Cc1ccccc1
→ -3, 18%, ?, 12, -15%, -6, -9%
> O=C(c1ccccc1)n1c(=O)c(F)cn(COCCBr)c1=O
→ -2, -2%, -2%, -6, -6%, -14, -6%
> Cc1oncc1C(=O)Nc1ccc2ccccc2c1
→ 34*, -5%, 1%, 89*, 8%, 44, -37%
> O=C(CCN1C(=O)c2ccccc2C1=O)NCCN1CCOCC1
→ 0, -5%, 0%, 10, 0%, 14, -23%
